# Compound activity as filed in PubChem.
# Fluorescein fluor: qHTS Assay for Spectroscopic Profiling in Fluorescein Spectral Region. Compound autofluorescence, 480/540 nm, fluorescein-equivalent; stronger effect = higher value. max fluorescein-equivalent concentration, M. 59,000 compounds, 0.91% hits; in the data active = max fluorescein-equivalent concentration above about 10 nM; inconclusive = between about 1.1 nM and that limit
#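 Normalized response (dye-equivalent concentration) derives from comparing each well's 540 nm emission, under 480 nm excitation, with plate-resident fluorescein standards. Compounds were held in 100 mM Tris, pH 8.0, for 15 min at room temperature.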
# Pol III holo inh: qHTS Assay for Inhibitors of DNA Polymerase III Holoenzyme System | reconstituted DNA polymerase III holoenzyme replication, biochemical | Potency, µM (doses to about 57.1 µM), inactives show at the top dose activity change, negative = inhibition | 71,000 compounds, 0.25% hits | AID 603, 2007; note: potency is the fitted concentration of half-maximal effect; % is set by controls: 0 for no effect and ±100 for the full control effect
#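 Reconstituted *E. coli* holoenzyme (0.35 nM Pol III, 1 nM beta, 154 nM SSB, 2 nM primase) was preincubated with compound for 15 min at RT. Synthesis on 1.4 nM ssM13Gori ran 35 min, then was stopped with PicoGreen/EDTA and read as dsDNA fluorescence.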
# HADH2 inhib: qHTS Assay for Inhibitors of HADH2 (Hydroxyacyl-Coenzyme A Dehydrogenase, Type II). AID 886, 2007. recombinant HADH2, NADH fluorescence, beta-hydroxybutyryl-CoA. Potency, µM (top dose mostly 57.1 µM), for inactives: at the highest dose activity change, negative = inhibition, hits mostly inhibitors. 73,000 compounds, 3.4% hits; note: potency is the fitted concentration of half-maximal effect; % is set by controls: 0 for no effect and ±100 for the full control effect; nearly all actives have a fitted effect of over 60% in size; many of its hits are not listed in these tables
# Target sequence (Q99714 whole entry, looked up, one chain of several): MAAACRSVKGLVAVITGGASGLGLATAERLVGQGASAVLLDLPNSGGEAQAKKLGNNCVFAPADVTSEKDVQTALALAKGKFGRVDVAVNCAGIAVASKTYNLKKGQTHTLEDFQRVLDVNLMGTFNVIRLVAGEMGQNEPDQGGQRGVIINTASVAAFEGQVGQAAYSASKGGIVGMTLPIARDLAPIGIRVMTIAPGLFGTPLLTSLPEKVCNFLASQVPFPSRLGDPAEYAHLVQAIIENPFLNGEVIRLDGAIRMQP
#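 Read-out: 360 nm excitation, 450 nm emission, kinetic over 4 min. Conditions: His-tagged human HADH2 20 nM, pH 9.0 Tris with Tween-20, 1 mM NAD+, 90 uM beta-hydroxybutyryl-CoA.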
# GFP derepression: qHTS Assay for Epigenetic Modulators. mouse C127i GFP locus derepression, cytometry, 30 h. Potency, µM (series often up to 46.1 µM), without a hit: at the top dose GFP derepression (activation). 68,000 compounds, 0.09% hits. AID 597, 2007; note: % of control where 0% means no effect
#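 Locus derepression in mouse mammary C127i cells whose integrated CMV-GFP reporter is normally silent; GFP expression after 30 h compound treatment was quantified by counting fluorescent cells.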
# Ub-GFP proteasome: Ubiquitin-GFP Assay; Ubiquitin-GFP reporter cells, proteasome inhibition, GFP fluorescence; response scale: untreated = 0%, 10 µM MG-132 = 100%; Potency, µM (highest dose often 45.9 µM), inactives show top-dose activation (GFP accumulation), usual class: activators; 67,000 tested, under 10 active; AID 526, 2006; active = well fitted activation curve with a large enough effect, not every such curve was filed as active; inconclusive = small, poorly fitted or top-dose-only effect, or another doubt; inactive = no such curve, though single readings can be large or run the other way; note: potency is the fitted concentration of half-maximal effect
#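 U2OS cells expressing ubiquitin(G76V)-GFP, seeded overnight in 0.5% FBS medium, then treated 4 hr at 37 C across 46 uM to 2.9 nM. GFP-positive cells counted by laser cytometry (488 ex/515 em); %activity scaled between basal and 10 uM MG-132.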
# 4MU fluor: qHTS Assay for Spectroscopic Profiling in 4-MU Spectral Region; compound autofluorescence, 340/450 nm, 4-MU equivalents; stronger effect = higher value; max dye-equivalent concentration, M; 59,000 compounds, 11% hits; in the data active = max dye-equivalent concentration above about 10 nM; inconclusive = mostly about 1.1 nM to 9.6 nM
#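 Intrinsic fluorescence at 340/450 nm (ex/em) was read after 15 min at room temperature in pH 8.0, 100 mM Tris. Each compound concentration expressed as 4-MU-equivalent concentration from a six-point 4-MU standard series on each plate.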
# 15-hLO inh: qHTS Assay for Inhibitors of 15-hLO (15-human lipoxygenase). purified 15hLO-1, xylenol orange hydroperoxide absorbance. Potency, µM (series often up to 57.1 µM), for the others: at the top dose activity change, negative = inhibition, most hits filed as inhibitors. Polyunsaturated fatty acid lipoxygenase ALOX15 (Homo sapiens), P16050. AID 887, 2007. 74,000 compounds, 1.4% hits; note: potency is the fitted concentration of half-maximal effect; % is set by controls: 0 for no effect and ±100 for the full control effect; nearly all actives have a fitted effect of over 55% in size
# Target sequence (P16050 whole entry, looked up): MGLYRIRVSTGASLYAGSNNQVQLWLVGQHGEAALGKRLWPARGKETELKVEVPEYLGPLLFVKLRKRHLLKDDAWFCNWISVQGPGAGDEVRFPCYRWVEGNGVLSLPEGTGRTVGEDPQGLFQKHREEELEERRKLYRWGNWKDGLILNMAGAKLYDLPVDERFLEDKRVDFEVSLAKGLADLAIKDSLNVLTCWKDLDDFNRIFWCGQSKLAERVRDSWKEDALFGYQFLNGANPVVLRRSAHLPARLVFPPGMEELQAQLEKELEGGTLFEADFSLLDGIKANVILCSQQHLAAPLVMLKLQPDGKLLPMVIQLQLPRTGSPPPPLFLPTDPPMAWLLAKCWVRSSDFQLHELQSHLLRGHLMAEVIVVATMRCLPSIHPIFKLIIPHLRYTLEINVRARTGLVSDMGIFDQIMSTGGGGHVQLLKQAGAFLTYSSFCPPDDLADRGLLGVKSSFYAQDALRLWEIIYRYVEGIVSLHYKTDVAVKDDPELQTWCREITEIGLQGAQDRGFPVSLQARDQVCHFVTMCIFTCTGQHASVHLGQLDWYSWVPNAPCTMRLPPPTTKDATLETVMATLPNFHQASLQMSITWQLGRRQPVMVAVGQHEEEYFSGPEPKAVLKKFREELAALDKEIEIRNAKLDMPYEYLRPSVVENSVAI
#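 Purified human 15hLO-1 (40 nM final) in 25 mM Hepes pH 7.5, 0.01% Triton X-100 was preincubated with compound 15 min at room temperature, then reacted 6 min with 50 uM arachidonic acid; hydroperoxide detected by Fe-XO, 573/405 nm absorbance ratio.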
# HBB splicing: qHTS Assay for Modulators of Hemoglobin Beta Chain Splicing; HBB splicing reporter cell assay, activation; EGFP reporter with mutant IVS2-654 intron; response scale: normalised to 500 nM splice-correcting PNA; Potency, µM (doses to about 46.1 µM), for the others: at the highest dose activation, usual class: activators; 65,000 compounds, 0.06% hits; note: potency is the fitted concentration of half-maximal effect; 0% is about no effect
#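 HeLa cells stably expressing EGFP interrupted by mutant beta-globin intron 2 (IVS2-654), 500/well in 2% FCS. Treated with compound for 2 days at 37C. Splicing correction scored as total well GFP intensity (488 nm excitation, 500-520 nm emission); 500 nM antisense PNA served as control.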
# Hsp90 Hop PPI: qHTS Assay for Disrupters of an Hsp90 Co-Chaperone Interaction; Potency, µM (titrated, usually from 57 µM), for inactives: top-dose activity change, negative = inhibition; AlphaScreen TPR2A-His6 binding biotin-Hsp90 C-terminal peptide; 71,000 compounds, 0.44% hits; active = well fitted curve in either direction with a large enough effect; inconclusive = small, poorly fitted or top-dose-only effect, or another doubt; note: potency is the fitted concentration of half-maximal effect; % is set by controls: 0 for no effect and ±100 for the full control effect; many of its hits are not listed in these tables
# TexasRed autofl: qHTS Assay for Spectroscopic Profiling in Texas Red Spectral Region; Compound fluorescence, Texas Red channel, 547/618 nm; stronger effect = higher value; max dye-equivalent concentration, M; 59,000 compounds, 0.06% hits; AID 587, 2007; in the data active = max dye-equivalent concentration above about 10 nM; inconclusive = between about 1.1 nM and that limit
#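 Texas Red-region profiling: compounds in 100 mM Tris pH 8.0 were read at 547/618 nm after 15 min at room temperature. Intensities were normalized against a six-point Texas Red standard series to give dye-equivalent concentration.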
# Rhodamine fluor: qHTS Assay for Spectroscopic Profiling in Rhodamine Spectral Region | Rhodamine-region fluorescence, 547/598 nm, Tris buffer; stronger effect = higher value | max dye-equivalent concentration, M | 59,000 compounds, 0.05% hits | AID 594, 2007; in the data active = max dye-equivalent concentration above about 11 nM; inconclusive = between about 1.1 nM and that limit
#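 Intrinsic compound fluorescence, ex 547 / em 598 nm, CCD imager. Tris 100 mM pH 8.0; 15 min RT. Output = rhodamine dye-equivalent concentration at each compound concentration.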
# Starred values were filed as active, the others as inactive; i = inactive; ? = inconclusive; . = not tested or not shown; & = joins results of further samples; [ ] = another dose, or the depositor's remark. Unless noted, calls come from the whole dose curve; as a rule, active = well fitted curve in the direction sought with a large enough effect; inconclusive = small, poorly fitted or top-dose-only effect, or another doubt; inactive = no such curve, though single readings can be large; an effect the other way counts as inactive or inconclusive. Some of the compounds tested; the hit share may differ from the screen's.
# Fields: Fluorescein fluor	Pol III holo inh	HADH2 inhib	GFP derepression	Ub-GFP proteasome	4MU fluor	15-hLO inh	HBB splicing	Hsp90 Hop PPI	TexasRed autofl	Rhodamine fluor
(1) CC(NC(=O)CSc1nc2ccccc2c(=O)n1CCCO)c1ccccc1 (stereo unspecified)
→ ?	2%	7%	-2%	1%	i	1%	-1.1%	-7%	i	i
(2) Cc1nn(C)c(C)c1CN(C)C(=O)c1cc2nc(-c3ccco3)cc(C(F)(F)F)n2n1
→ ?	1%	12%	-1%	9%	1.3e-07M*	-8%	0.2%	-3%	?	i
(3) CC(=O)N1[C@H](C)C=C[C@]1(Cc1ccccc1)C(=O)NCc1ccc(C)o1
→ .	-10%	-1%	.	.	.	0%	-1.0%	-1%	.	.
(4) NCc1ccc(S(N)(=O)=O)cc1
→ ?	-5%[25.6 µM]	-2%[25.6 µM]	0%&2%[20.6 µM]	8%[20.5 µM]	i	-5%	0.5%[20.6 µM]	-5%[26 µM]	?	i
(5) O=C(c1cn(-c2ccccc2)nc1-c1cccnc1)N1CCCCC1
→ .	-8%	5%	0%	-8%	.	-1%	-1.6%	-2%	.	.
(6) CC(=O)c1c(C)[nH]c(C(=O)OCC(=O)Nc2cc(C(F)(F)F)ccc2N2CCOCC2)c1C
→ ?	-2%	0%	-3%	9%	i	1%	0.2%[57.5 µM]	2%	?	i
(7) CCOc1ccc(N(CC(=O)NC2CCCC(C)C2C)S(=O)(=O)c2c(C)noc2C)cc1 (stereo unspecified)
→ .	-1%	6%	-3%	5%	.	-7%	0.1%	-1%	.	.
(8) O=C(CCNc1n[nH]c(=O)[nH]c1=O)N1CCCCC1
→ i	0%	2%	0%	-6%	i	5%	-1.7%	5%	?	i
(9) O=C(COc1ccc(Cl)cc1)NCc1nnc(SCC(=O)c2ccccc2)o1
→ i	-6%	4%	0%	-6%	i	-2%	-0.1%	?	i	i
(10) CC(c1ccco1)N(Cc1ccco1)C(=O)Nc1ccccc1 (stereo unspecified)
→ i	-1%	-2%	-3%	3%	i	1%	-0.1%	-1%	i	i
(11) COc1ccc(NC(=O)N2CC[C@@]3(CCCNC3)C2)cc1
→ i	-3%	4%	0%[9.22 µM]	-2%	i	-10%	0.0%	1%	i	i
(12) COc1ccc(NC(=O)C2=C(C)NC(=O)NC2c2cccc(OC)c2OC)c(OC)c1 (stereo unspecified)
→ .	3%[11.4 µM]	-2%[11.4 µM]	-2%	-5%[9.17 µM]	.	10%[11.4 µM]	-2.8%[0.0738 µM]	-6%[11 µM]	.	.
(13) c1ccc2c(c1)ccc1cc3c(ccc4ccccc43)cc12
→ .	5%	0%	.	.	.	-1%	-0.4%	-4%	.	.
(14) Cc1cccc(CC(=O)Nc2cc(=O)n(C)c(=O)n2C)c1
→ .	-11%	11%	.	-2%	.	-13%	0.0%	?	.	.
(15) CN(CCCNC(=O)c1cn(C)c2ccc(S(=O)(=O)N(C)C)cc2c1=O)c1ccccc1
→ .	-5%	-11%	-2%	0%	.	-4%	0.2%	-15%	.	.
(16) Cc1ccc(C)c(C(=O)n2cnnc2N)c1
→ i	2%	0%	0%	6%	i	0%	1.7%	-1%	?	i
(17) Fc1cccc(NCc2cn3ccccc3n2)c1
→ i	-5%	-7%	-2%	7%	i	14%	.	-4%	?	i
(18) O=C(NCc1cccs1)N[C@@H](Cc1ccccc1)C(=O)O
→ i	-4%	-4%	5%	-2%	i	2%	4.5%	-4%	i	i
(19) O=C(Nc1ccc2c(c1)OCCO2)C1CCN(C(=O)c2ccc(F)cc2)CC1
→ .	1%	1%	10%	-1%	.	-3%	7.0%	1%	.	.
(20) COc1ccc(CC(=O)Nc2c3c(nn2-c2cccc(Cl)c2)CS(=O)(=O)C3)cc1
→ i	-12%	-2%	-1%	3%	i	-4%	-2.6%[0.369 µM]	-6%	?	i
(21) CCCC[S@@](=N)(=O)CC[C@@H](N)C(=O)O
→ ?	-6%&-7%	-26%&8%	0%&-2%	-5%&-10%	i	-5%&5%	0.9%&1.4%	-11%&-9%	i	i
(22) Cc1ccc(SC(C)C(=O)NCC(C)C)cc1 (stereo unspecified)
→ i	0%	-4%	2%	5%	i	-1%	-0.3%	-1%	i	i
(23) CCCCNC(=O)N1CCOCCOCCN(C(=O)NCCCC)CCOCC1
→ ?	.	.	0%[20.6 µM]	.	i	.	.	.	i	i
(24) COc1ccc(NC(=O)c2ccccc2C)c(OC)c1
→ .	-1%	-6%	-2%	-3%	.	-2%	-0.5%	1%	.	.
(25) COCCN1C(=O)C(O)=C(C(C)=O)C1c1ccc(F)cc1 (stereo unspecified)
→ i	-1%	-18%	3%	4%	i	10%	.	-4%	?	i
(26) CC(C)(C)C1CCc2onc(C(=O)Nc3cccnc3)c2C1 (stereo unspecified)
→ i	-5%	-18%	0%	-10%	i	-7%	-2.0%	-15%	i	i
(27) CCc1ccccc1NC(=O)N1C2CCCC1CC(NC(=O)C(C)(C)C)C2 (stereo unspecified)
→ i	-3%	20%	0%	2%	i	3%	.	-1%	i	i
(28) CCOc1ccccc1N(CC(=O)NCc1ccc(OC)cc1)S(C)(=O)=O
→ i	-4%	3%	-2%	1%	i	7%	0.3%	-1%	i	i
(29) Cc1ccc(-c2nnn(CC(=O)N(CC(=O)NCC3CCCO3)c3ccccc3)n2)o1 (stereo unspecified)
→ i	0%	-7%	0%	-5%	i	22%	-0.4%[57.5 µM]	0%	i	i
(30) COC(=O)c1cc(=O)nc2sccn12
→ ?	-5%	-7%	0%	-3%	6.9e-08M*	-1%	0.3%	-1%	?	i

# Of the compounds above, 2 contain a tert-butyl group:
# Fields: Fluorescein fluor	Pol III holo inh	HADH2 inhib	GFP derepression	Ub-GFP proteasome	4MU fluor	15-hLO inh	HBB splicing	Hsp90 Hop PPI	TexasRed autofl	Rhodamine fluor
(26) CC(C)(C)C1CCc2onc(C(=O)Nc3cccnc3)c2C1 (stereo unspecified)
→ i	-5%	-18%	0%	-10%	i	-7%	-2.0%	-15%	i	i
(27) CCc1ccccc1NC(=O)N1C2CCCC1CC(NC(=O)C(C)(C)C)C2 (stereo unspecified)
→ i	-3%	20%	0%	2%	i	3%	.	-1%	i	i

# Additional results follow.
# Fields: Fluorescein fluor	Pol III holo inh	HADH2 inhib	GFP derepression	Ub-GFP proteasome	4MU fluor	15-hLO inh	HBB splicing	Hsp90 Hop PPI	TexasRed autofl	Rhodamine fluor
(31) O=C1NC2=C(C(=O)c3ccccc32)C(c2ccccc2)N1 (stereo unspecified)
→ ?	-5%	-22%	-3%	-9%	i	-14%	-0.9%	-4%	i	i
(32) Cc1nnc(NC(=O)C2CCN(c3nnnn3-c3ccccc3)CC2)s1
→ ?	7%	-3%	0%	-1%	i	4%	-4.6%	1%	i	i
(33) Cc1c(C(=O)Nc2ccc(-n3cnnn3)cc2)oc2ccccc12
→ i	-3%	?	0%	-3%	?	-13%	.	-4%	i	i
(34) COC(=O)c1ccccc1S(=O)(=O)N1CCC(c2nc3ccccc3o2)CC1
→ i	0%	?	1%	-2%	i	-5%	.	2%	i	i
(35) CCCc1nnc(NC(=O)NCCN2C(=O)C3C4C=CC(C4)C3C2=O)s1 (stereo unspecified)
→ .	4%	2%	.	11%	.	5%	-1.3%	-2%[2.3 µM]	.	.
(36) Cn1c(COc2ccc(Cl)cc2)nnc1SCc1ncc(-c2ccccc2)o1
→ ?	-2%	3%	1%	0%	i	-3%	-0.6%	-2%	i	i
(37) CCOC(=O)c1cc2c(=O)n3ccccc3nc2n(Cc2ccco2)c1=NC(=O)c1cccnc1
→ ?	-7%	-3%	-3%	2%	1.2e-07M*	?	-1.9%	-9%	i	i
(38) C[C@H](NC(=O)Nc1ccccc1F)C(=O)O
→ ?	8%	2%	0%	24%	i	-12%	5.2%[1.84 µM]	-1%	i	i

# Taken from above:
# In 15-hLO inh, `Cc1nnc(NC(=O)C2CCN(c3nnnn3-c3ccccc3)CC2)s1` has 4%
# In HBB splicing, `Cn1c(COc2ccc(Cl)cc2)nnc1SCc1ncc(-c2ccccc2)o1` has -0.6%
# In HADH2 inhib, `CCOC(=O)c1cc2c(=O)n3ccccc3nc2n(Cc2ccco2)c1=NC(=O)c1cccnc1` has -3%
# In HBB splicing, `C[C@H](NC(=O)Nc1ccccc1F)C(=O)O` has 5.2%[1.84 µM]
